HttQ103 aggreg = inhibitors of mutant huntingtin aggregate formation in PC12 cells | PC12 HttQ103-GFP aggregates, Acumen cytometry, 40 h | Potency, µM (top dose mostly 46.1 µM), inactives show top-dose activity change, negative = inhibition, actives largely listed as inhibitors | 220,000 tested, 1.1% active | AID 1688; note: % is set by controls: 0 for no effect and ±100 for the full control effect; nearly all actives have a fitted effect of over 60% in size
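Using laser scanning cytometry, GFP-positive aggregates were counted after lysis of PC12 cells induced with 100 nM tebufenozide to express HTT exon 1 Q103–GFP. Compounds were tested in titration.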
HTT ATP protect = protects HTT-Q103 PC12 cells, measured by ATP | PC12 HTT-Q103 induced, cytoprotection, ATP luminescence, 40 h | Potency, µM (doses to about 56.4 µM), without a hit: cytoprotection (ATP increase), usual class: activators | 230,000 tested, 0.14% active | AID 1471;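 note: % of control where 0% means no effect; nearly all actives have a fitted effect of over 45% in size; toxic huntingtin expression switched on by the ecdysone agonist tebufenozide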
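ATP quantification (ATPlite) reports survival of PC12 cells in which tebufenozide, 100 nM final, switches on Htt exon 1 with 103 glutamines linked to GFP; compounds are titrated.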
ALDH1A1 block = blocks purified human ALDH1A1 activity; P00352; Purified ALDH1A1, NADH fluorescence, propionaldehyde substrate; Potency, µM (top dose mostly 75.3 µM), inactives show at the top dose activity, negative = inhibition, hits mostly inhibitors; 220,000 tested, 7.3% active; active = well fitted inhibition curve with a large enough effect, not every such curve was filed as active; inconclusive = small, poorly fitted or top-dose-only effect, or another doubt; inactive = no such curve, though single readings can be large or run the other way;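 note: plate controls were no enzyme wells and a reference inhibitor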
Target sequence (P00352 whole entry, looked up): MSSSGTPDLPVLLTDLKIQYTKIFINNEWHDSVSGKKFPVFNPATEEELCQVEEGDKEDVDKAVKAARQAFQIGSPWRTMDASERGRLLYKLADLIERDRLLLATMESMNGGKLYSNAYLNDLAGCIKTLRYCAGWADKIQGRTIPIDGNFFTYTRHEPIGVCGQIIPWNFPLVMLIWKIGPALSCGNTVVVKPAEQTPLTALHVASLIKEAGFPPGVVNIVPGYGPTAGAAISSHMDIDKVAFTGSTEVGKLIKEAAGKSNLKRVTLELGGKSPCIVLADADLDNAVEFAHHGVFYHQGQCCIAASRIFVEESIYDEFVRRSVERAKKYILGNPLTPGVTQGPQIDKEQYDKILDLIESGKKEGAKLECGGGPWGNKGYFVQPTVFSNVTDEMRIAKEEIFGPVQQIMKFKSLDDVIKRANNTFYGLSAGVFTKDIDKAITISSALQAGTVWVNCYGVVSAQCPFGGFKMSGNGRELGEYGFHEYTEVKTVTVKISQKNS
Tau fluor counter = counter-screen for tau fibril formation inhibitors | tau K18 P301L Alexa594 fluorescence, heparin fibrillization | Potency, µM (highest dose often 57.7 µM), without a hit: at the highest dose activity change, negative = decrease | 280,000 tested, 0.93% active | AID 1463; note: % is set by controls: 0 for no effect and ±100 for the full control effect; nearly all actives have a fitted effect of over 55% in size
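Human K18 P301L tau (15 uM unlabeled plus 0.24 uM Alexa 594-labeled, final) in 100 mM sodium acetate pH 7 was mixed with compound and 20 uM heparin and incubated 6 hr at 37 C.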
KDM4E inh = inhibitors of human JMJD2E histone demethylase; B2RXH2; JMJD2E catalytic domain, FDH-coupled NADH fluorescence (FDH is formaldehyde dehydrogenase); Potency, µM (series often up to 57.1 µM), inactives show at the highest dose activity change, negative = inhibition, hits mostly inhibitors; 230,000 tested, 1.6% active; AID 2147; active = well fitted inhibition curve with a large enough effect, not every such curve was filed as active; inconclusive = small, poorly fitted or top-dose-only effect, or another doubt; inactive = no such curve, though single readings can be large or run the other way;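 note: 0% = wells with enzyme and -100% = buffer wells without enzyme; nearly all actives have a fitted effect of over 50% in size; many of its hits are not listed in these tables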
Target sequence (B2RXH2 1-337 limits assumed): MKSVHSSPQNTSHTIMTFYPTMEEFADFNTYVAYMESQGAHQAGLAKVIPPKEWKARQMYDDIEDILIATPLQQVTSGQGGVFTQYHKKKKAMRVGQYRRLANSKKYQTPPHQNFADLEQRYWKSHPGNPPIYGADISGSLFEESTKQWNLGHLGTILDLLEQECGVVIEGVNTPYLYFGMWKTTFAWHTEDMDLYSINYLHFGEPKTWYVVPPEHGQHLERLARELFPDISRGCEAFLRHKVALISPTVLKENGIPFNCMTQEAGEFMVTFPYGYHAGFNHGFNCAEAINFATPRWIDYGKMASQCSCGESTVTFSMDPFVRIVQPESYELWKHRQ
SMN2 splice enh = SMN2 splice variant enhancement | Potency, µM (series often up to 46.1 µM), for inactives: at the top dose activity change, positive = activation, most hits filed as activators | HEK293 SMN2-luciferase splicing reporter, luminescence, 30-36 h | 210,000 tested, 2.8% active; note: % of control where 0% means no effect; nearly all actives have a fitted effect of over 55% in size
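HEK293 cells carry an SMN2 […]–luciferase reporter in which exon 7 inclusion puts luciferase in frame. Cells were plated 10-12 h before compound addition, then incubated 30-36 h at 37C. ONE-Glo luminescence was read; sodium butyrate at 4.5 mM final served as control.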
Tau fibril ThT = tau fibrillization inhibition (ThT binding) | P10636 | recombinant tau K18 P301L, heparin-induced fibrillization, ThT fluorescence | Potency, µM (titrated, usually from 57.4 µM), without a hit: at the highest dose activity, negative = inhibition, usual class: inhibitors | 270,000 tested, 2.1% active; note: % is set by controls: 0 for no effect and ±100 for the full control effect; nearly all actives have a fitted effect of over 55% in size
Target sequence (P10636 561-689 P618L limits assumed): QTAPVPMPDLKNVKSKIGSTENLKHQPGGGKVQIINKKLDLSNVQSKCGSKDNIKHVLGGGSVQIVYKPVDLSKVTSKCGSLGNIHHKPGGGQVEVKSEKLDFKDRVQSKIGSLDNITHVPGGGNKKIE
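ThT emission at 510 nm, taken 1 hr after adding 30 uM dye, quantifies aggregates formed when 20 uM heparin acts on human tau K18 P301L for 6 hr at 37 C.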
Tau fibril FP = blocks human tau fibril formation measured by polarization | K18 P301L tau heparin fibrillization, Alexa594 FP, 6 h | Potency, µM (highest dose often 57.7 µM), inactives show top-dose activity, negative = inhibition, most hits filed as inhibitors | P10636 | AID 1468 | 280,000 tested, 0.39% active; note: % is set by controls: 0 for no effect and ±100 for the full control effect; nearly all actives have a fitted effect of over 55% in size
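K18 P301L tau (15 uM unlabeled/0.24 uM Alexa 594-labeled, final) + compound + heparin 20 uM final; 100 mM NaOAc pH 7; 6 hr 37 C; ThT 30 uM final added, 1 hr RT; FP ex 555/em 632 nm.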
* = called active by the depositor; ? = inconclusive; / = no result given; & = joins results of further samples; [ ] = dose if it differs, or a comment. Unless noted, calls come from the whole dose curve; as a rule, active = well fitted curve in the direction sought with a large enough effect; inconclusive = small, poorly fitted or top-dose-only effect, or another doubt; inactive = no such curve, though single readings can be large; an effect the other way counts as inactive or inconclusive. Potency is the fitted concentration of half-maximal effect.

SMILES	HttQ103 aggreg	HTT ATP protect	ALDH1A1 block	Tau fluor counter	KDM4E inh	SMN2 splice enh	Tau fibril ThT	Tau fibril FP
O=C(NCC1OCCCN1S(=O)(=O)c1cc(F)ccc1F)C(=O)NC1CCCCCC1 (stereo unspecified)	-21%	-9%	-4%	3%	-4%	-12%	2%	3%
Nc1cccc(C(=O)OCC(=O)c2ccccc2)c1	21%	/	7%	-9%	11%	10µM*	-12%	-4%
CCOC(=O)/C(C#N)=N\Nc1ccc(S(=O)(=O)Nc2nc(C)cc(C)n2)cc1	7%	/	9%	4%	-4%	17%	7%	-3%
C=CCC(CC(O)COCCC)C(=O)NNC(=S)Nc1ccccc1 (stereo unspecified)	15%[9.22 µM]	-7%[10 µM]	/	-27%	-8%	/	?	4%
CC(=O)OC1C[C@]2(C)[C@@H](CC(O)C3[C@]4(C)CCC(O)C(C)[C@@H]4CC[C@]32C)/C1=C(/CCC=C(C)C)C(=O)O (stereo partly specified)	/	10%	2%	3%	0%	-4%	-5%	7%
COc1ccc(NC(=O)CCNS(=O)(=O)c2ccc3c(c2)CCC(=O)N3)cc1	-3%	-36%	1%	-2%	1%	-21%	3%	1%
CCOC(=O)Cc1cc(=O)n2[nH]c(-c3ccccc3)c(-c3ccccc3)c2n1	4%	-24%	?	-5%	?	-2%	-2%	8%
COCCN(C(=S)Nc1ccccc1OC)C1CCN(C(C)C)CC1	4%	10%	-2%	-5%	-6%	-15%	-14%	-1%
COc1ccc(CNC(=O)c2ccc3c(c2)N(Cc2cc(C)ccc2C)C(=O)CS3)cc1	/	/	/	-14%	/	-1%	-7%	-12%
Cc1ccc(NC(=O)c2sc3nc(CCl)[nH]c(=O)c3c2C)c(C)c1	19%	/	?	-4%	?	?	?	4%
O=c1oc2ccccc2cc1-c1csc(Nc2nc3ccc(F)cc3s2)n1	3%	/	7%	?	-12%	-9%	?	3%
CCN(CC)C(=O)CSc1nnc(-c2ccc(S(=O)(=O)N3CCCC3)cc2)o1	-2%	4%	?	-4%	-5%	/	0%	5%
CCCCCCCCCC(=O)Nn1cnc2ccccc2c1=O	16%[9.22 µM]	0%[10 µM]	2%	-28%	-7%	/	-18%	4%
CCc1nc(N2CCCCC2C)c2oc3ccccc3c2n1 (stereo unspecified)	-20%	-58%[inhibitor]	?	-10%	?	-18%	-17%	-14%
COc1ccc(CNS(=O)(=O)NCc2ccccc2)cc1OC	-10%	-33%[inhibitor]	-6%	2%	-4%	-35%[inhibitor]	-4%	?
CCc1ccc(NC2=CC(=O)CC(c3ccco3)C2)cc1 (stereo unspecified)	-11%	-8%	-8%	-6%	-4%	-16%	-12%	-2%
CCN1C(=O)c2cccc3c(S(=O)(=O)Nc4ccc(OC)cc4OC)ccc1c23	?	-18%	11µM*	-25%	-2%	-18%	-16%	8%
Cc1ccc(/C=N/NC(=O)NC23CC4CC(CC(C4)C2)C3)o1	-15%[9.22 µM]	-11%[10 µM]	/	-20%	-3%	/	-17%	7%
CC(C)c1ccc(/C=C2\NC(=S)N(Cc3cccnc3)C2=O)cc1	2%[9.22 µM]	16%[10 µM]	5%	5%	5%	/	1%	-10%
CCn1c(C)cc(/C=C2/SC(=S)N(CC(=O)O)C2=O)c1C	-13%	/	12%	0%	-14%	-13%	?	4%
CCCC(=O)OC(C(=O)Nc1cc(C(F)(F)F)ccc1Cl)c1ccccc1 (stereo unspecified)	4%	/	-4%	-18%	-4%	-2%	-15%	-12%
O=C(c1ccc2c(c1)N(Cc1ccc(F)cc1)C(=O)c1ccccc1S2=O)N1CCOCC1 (stereo unspecified)	/	/	/	-17%	/	-22%	-7%	-6%
O=C(NCc1ccco1)C1CCCN1C(=O)Nc1ccc(Cl)cc1 (stereo unspecified)	15%	-40%[inhibitor]	6%	-3%	6%	-5%	-3%	2%
Cc1ccc(-c2c(C(=O)NCc3ccccc3)oc(=O)c3ccccc23)cc1	5%	-12%[10 µM]	?	-4%&-4%	5%	-8%	-1%&-8%	-3%&-1%
COc1ccc(-c2cc(CNC(=O)CCl)on2)cc1	18µM*	-41%[inhibitor]	?	6%	-3%	-30%[inhibitor]	6%	4%
CC(OC(=O)c1ccncc1)C(=O)Nc1ccc([N+](=O)[O-])cc1Cl (stereo unspecified)	-18%	-37%	?	-2%	-18%	-3%	-5%	1%
O=C(CC1SC(=Nc2ccccc2)N(CCc2ccccn2)C1=O)Nc1ccc(F)cc1 (stereo unspecified)	-7%	3%[10 µM]	-14%	-16%	-2%	-13%	3%	-2%
O=C(COC(=O)c1c(Cl)cccc1Cl)Nc1cc(Cl)ccc1Oc1ccccc1	-10%	-5%[10 µM]	?	-5%	2%	-26%	2%	0%
O=C(Cc1cccs1)Nc1cccnc1	-14%	14%[10 µM]	-5%	-3%	-5%	-7%	-3%	2%
Cn1ncc2c(N3CCN(c4ccccc4F)CC3)ncnc21	-16%	21%	-4%	-8%&-6%	-5%	-4%	-18%&-14%	3%&5%

A different layout for some results above.
O=C(NCc1ccco1)C1CCCN1C(=O)Nc1ccc(Cl)cc1 (stereo unspecified)
  HttQ103 aggreg: 15%
  HTT ATP protect: -40%[inhibitor]
  ALDH1A1 block: 6%
  Tau fluor counter: -3%
  KDM4E inh: 6%
  SMN2 splice enh: -5%
  Tau fibril ThT: -3%
  Tau fibril FP: 2%
Cc1ccc(-c2c(C(=O)NCc3ccccc3)oc(=O)c3ccccc23)cc1
  HttQ103 aggreg: 5%
  HTT ATP protect: -12%[10 µM]
  ALDH1A1 block: ?
  Tau fluor counter: -4%&-4%
  KDM4E inh: 5%
  SMN2 splice enh: -8%
  Tau fibril ThT: -1%&-8%
  Tau fibril FP: -3%&-1%

The list goes on:
SMILES	HttQ103 aggreg	HTT ATP protect	ALDH1A1 block	Tau fluor counter	KDM4E inh	SMN2 splice enh	Tau fibril ThT	Tau fibril FP
CCN1CC(CN(C)Cc2nc(-c3ccc(Cl)cc3)no2)CC1=O (stereo unspecified)	1%[9.22 µM]	-8%[10 µM]	5%	-9%	8%	/	-4%	-3%
CC(c1ccccc1)C1CC(=O)N(c2cc(Cl)ccn2)C1=O (stereo unspecified)	-3%[9.22 µM]	-10%[10 µM]	/	-1%	9%	/	0%	-6%
CC(=O)N1c2ccccc2C(C)(c2ccc(C)cc2)CC1(C)C (stereo unspecified)	/	/	/	-14%	/	-17%	-16%	-2%
O=C(CNc1ccc(Oc2ccccc2)cc1)N1CCOCC1	/	-21%[10 µM]	?	7%	?	-28%	0%	3%
O=C(COC(=O)c1ccccn1)Nc1ccc(S(=O)(=O)N2CCOCC2)cc1	-1%	1%[10 µM]	3%	-5%	-2%	-10%	-14%	2%
Cc1cccc(C)c1NC(=O)C1(N(Cc2ccco2)C(=O)CC2NC(=O)NC2=O)CCCC1 (stereo unspecified)	8%	-1%	10%	-6%	3%	-6%	-9%	-6%
Oc1ccc(NCc2ccccc2OCc2ccccc2Cl)cc1	/	/	/	16µM*[quencher]	/	-12%	28µM*	-15%
COC(=O)C(CO)NC(=O)C(C)NC(=O)CNC(=O)OCc1ccccc1 (stereo unspecified)	-3%	-23%	4%	-9%	6%	-31%[inhibitor]	-11%	-10%
O=C(N/N=C1\CC2CC=CC12)c1ccccc1Cl (stereo unspecified)	2%	-24%	-6%	3%	34%[activator]	22%	-3%	-1%
Cc1ccc(Cn2nnc3c(=O)n(CC(=O)N4CCCc5ccccc54)cnc32)cc1	-4%	-12%[10 µM]	3%	-8%	1%	0%	-3%	-3%
Brc1cccc(CNCCSc2nnnn2-c2ccccc2)c1	/	/	/	-19%	/	-12%	-11%	-6%
Cc1cc2c3c(c1C)C1(C(=O)N3C(C)(C)CC2C)C(C#N)=C(N)Oc2cc(O)ccc21 (stereo unspecified)	-31%	-4%	1%	-28%	-1%	-5%	-13%	-14%
C#CCNC(=O)C1=C[C@H](C)[C@@H](CCCO)[C@H](OCC)O1	9%[9.22 µM]	7%[10 µM]	4%	-5%	-3%	/	1%	-5%
COc1ccc2c(c1OC)C(=O)N(c1cccc(C(F)(F)F)c1)C2	-2%	-114%[inhibitor][0.074 µM]	-8%	-14%	-4%	13µM*	?	-6%
CC(=O)C1C(c2ccc(OC(F)F)cc2)NC(=O)NC1(O)C(F)(F)F (stereo unspecified)	-12%	-8%	3%	-6%	0%	5%	-5%	1%
Cc1sc2ncnc(-n3cnc4ccccc43)c2c1C	?	4%	?	-6%	?	-7%	-5%	1%
CC(C)=CC1C=C(C)C(C)C2C(=O)NNC(=O)C12 (stereo unspecified)	10%	-3%[10 µM]	3.5µM*	-15%	-2%	4%	-9%	-4%
COc1ccccc1Nc1nc2c(C)cccc2cc1C#N	-4%	2%	-12%	-4%	-3%	-17%	7%	-4%
Cc1noc(C)c1CC(=O)N1CCCC(C(=O)c2ccc(C(C)(C)C)cc2)C1 (stereo unspecified)	7%[9.22 µM]	8%[10 µM]	-5%	-9%	1%	/	-6%	-7%
CC(C)(C)NC(=O)C(=O)NNC(=O)c1ccccc1	12%	-15%	15%	4%	1%	?	9%	2%
CCCCOc1ccc(-c2nnc(-c3cc[n+](C)cc3)o2)cc1	-4%[9.22 µM]	12%[10 µM]	?	-8%	-8%	/	-6%	6%
Cc1ccc(C)c(N2CCN(C(=O)CN3C(=O)COc4ccc(S(=O)(=O)N5CCC(C)CC5)cc43)CC2)c1	/	/	/	-6%	/	2%	-2%	4%
COc1ccc(/C(C)=N/NC(=O)OC(C)(C)C)cc1[N+](=O)[O-]	-21%[9.22 µM]	-10%[10 µM]	/	-9%	13%	/	-6%	-1%
C/C(=N\NC(=O)CC(C)C)c1ccc(N2CCCCC2)cc1	2%	25%[0.074 µM]	0%	0%	?	25%	-10%	7%
Cc1cc(=O)[nH]c(SCc2csc(-c3ccccc3)n2)n1	2%	43%[10 µM]	9%	6%	6%	11%	-2%	1%
CCOc1ccc(-n2c(SCC(=O)Nc3ccc(CC)cc3)nc3c(oc4ccccc43)c2=O)cc1	/	/	/	-14%	/	-4%	-7%	?
CC(C)CC(COCc1ccc(C(F)(F)F)cc1)N1CCN(C(=O)c2ccc(C(F)(F)F)cc2)CCC1=O (stereo unspecified)	?	/	0%	-18%	1%	-32%[inhibitor]	?	2%

Compound activity (PubChem)

A portion of the library; rates above refer to the full screens.
